ER stress surv: ER stress cell death inhibition. hit rate 0.33% among 48,000. relative survival (cellular ATP), % at 15 µg/mL (by protocol). CSM14.1 thapsigargin ER stress survival, ATP luminescence;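 active = survival measured by cellular ATP above 50% at 15 µg/ml in the first screen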;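 also: cell death triggered by about 15 µM thapsigargin; ATP read 24 h after thapsigargin was added; plate controls were thapsigargin with DMSO for no effect and DMSO without thapsigargin for full effect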
Numbers without * were called inactive.

SMILES	ER stress surv
O=c1c2ccccc2nc(-c2ccccc2F)n1-c1ccccc1Cl	4
CCC(CC)N1CCN(Cc2cccc(Cl)c2)CC1	0
O=C(O)C1C2CCC(O2)C1C(=O)Nc1ccc(Cl)cc1 (stereo unspecified)	0
O=[N+]([O-])c1ccc(N2CCNCC2)c2cccnc12	2
Cc1cc(-c2ccc(C=C3C(=O)NC(=S)NC3=O)o2)cc([N+](=O)[O-])c1C	7
COc1ccc(CCNCc2cccn2C)cc1OC	-3
COc1ccccc1/C=C1/C(=N\O)C2CCN1CC2	1
O=c1c2ccccc2nc(-c2cccs2)n1-c1ccccc1	4
O=C(Nc1nc2ccccc2s1)C(Cl)(Cl)Cl	6
COC(=O)C(=O)/C(=C\c1ccc(-c2ccccc2[N+](=O)[O-])o1)C(=O)c1ccccc1	2

The closing six records of the section before are carried over, then new ones follow.
SMILES	ER stress surv
Cc1cc(-c2ccc(C=C3C(=O)NC(=S)NC3=O)o2)cc([N+](=O)[O-])c1C	7
COc1ccc(CCNCc2cccn2C)cc1OC	-3
COc1ccccc1/C=C1/C(=N\O)C2CCN1CC2	1
O=c1c2ccccc2nc(-c2cccs2)n1-c1ccccc1	4
O=C(Nc1nc2ccccc2s1)C(Cl)(Cl)Cl	6
COC(=O)C(=O)/C(=C\c1ccc(-c2ccccc2[N+](=O)[O-])o1)C(=O)c1ccccc1	2
Cc1ccc(S(=O)(=O)Oc2ccccc2C=C2C(=O)N(C)C(=O)N(C)C2=O)cc1	5
Cn1c(O)c(/C=C2\C=CC=N2)c(=O)[nH]c1=O	7
CC(=O)c1ccc(OC(=O)Cc2ccccc2)cc1	14
COc1ccc(-n2c(-c3cccnc3)nc3ccccc3c2=O)cc1	1
COc1ccc(/C=C/c2nc3ccccc3c(=O)n2-c2ccc(OC)cc2)cc1	7
CCOC(=O)c1c(C)n(Cc2ccccc2Cl)c2ccc(O)cc12	3
Cc1cc(OCc2ccc([N+](=O)[O-])cc2)c2c3c(c(=O)oc2c1)CCCC3	9
CC(C)N1CCC(N2CCCCC2)CC1	-3
O=[N+]([O-])c1ccc(NCCc2ccccc2)c2ncccc12	3
CCC1(C)CC(CCNCc2ccc(N(C)C)cc2)(c2ccc(F)cc2)CCO1 (stereo unspecified)	-6

As a working copy, part of the list above:
SMILES	ER stress surv
COc1ccc(/C=C/c2nc3ccccc3c(=O)n2-c2ccc(OC)cc2)cc1	7
CCOC(=O)c1c(C)n(Cc2ccccc2Cl)c2ccc(O)cc12	3
Cc1cc(OCc2ccc([N+](=O)[O-])cc2)c2c3c(c(=O)oc2c1)CCCC3	9
CC(C)N1CCC(N2CCCCC2)CC1	-3
O=[N+]([O-])c1ccc(NCCc2ccccc2)c2ncccc12	3
CCC1(C)CC(CCNCc2ccc(N(C)C)cc2)(c2ccc(F)cc2)CCO1 (stereo unspecified)	-6

More results.
SMILES	ER stress surv
CN1CCN(c2nc3ccc([N+](=O)[O-])cc3s2)CC1	1
O=C(Cc1ccccc1)NC(NC(=O)Cc1ccccc1)c1ccc(F)cc1	3
CC(C)CCP(=O)(O)c1ccccc1	2
O=c1c2ccccc2nc(-c2ccco2)n1-c1cccnc1	-5
Cc1cc(Cl)ccc1OCC(=O)N1CCN(C/C=C/c2ccccc2)CC1	-4
O=C(ON1CC1(C(F)(F)F)C(F)(F)F)c1ccccc1 (stereo unspecified)	2

Some of the compounds tested (hit frequency here may not be typical).
